Screens as filed in PubChem.
Tcruzi prolif: blocks T. cruzi growth in NIH3T3 culture; T. cruzi beta-gal in NIH3T3, GalScreen luminescence, 90 h; inhibition, % at 8.34 µM; hit rate 5.9% among 77,000; AID 624255;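 active means mean inhibition above about 93%, with at least 55% of replicates each passing it, limit read from the data, passing the limit was not always enough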
Pf Dd2 inh: P. falciparum Dd2 growth inhibition; SYBR Green, 72 h; stronger effect = lower value; hit rate 2.3% among 94,000; activity change, % at 10 µM; in the data active means activity change below about -80%
GASC1 inh: KDM4C (human) demethylase inhibition | Q9H3R0 | GST-KDM4C 2-372, H3K9me3 peptide, LANCE TR-FRET | inhibition, % at 12.5 µM | hit rate 0.15% among 96,000 | AID 720574;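 active means mean replicate inhibition above about 25%, with at least 55% of replicates also reaching it, limit read from the data, passing the limit was not always enough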
Target sequence (Q9H3R0 2-372 limits assumed): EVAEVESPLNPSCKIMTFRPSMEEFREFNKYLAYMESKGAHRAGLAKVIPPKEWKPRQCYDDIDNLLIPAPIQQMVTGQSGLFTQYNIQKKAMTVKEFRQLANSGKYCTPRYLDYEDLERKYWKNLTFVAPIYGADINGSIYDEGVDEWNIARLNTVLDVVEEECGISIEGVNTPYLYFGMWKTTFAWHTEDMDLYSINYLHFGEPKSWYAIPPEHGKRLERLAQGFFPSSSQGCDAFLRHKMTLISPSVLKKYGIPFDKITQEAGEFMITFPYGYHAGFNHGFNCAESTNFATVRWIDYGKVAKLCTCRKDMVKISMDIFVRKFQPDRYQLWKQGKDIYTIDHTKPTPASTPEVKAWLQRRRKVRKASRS
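Compound: one test concentration per compound; Material: GST-GASC-1 enzyme fragment 2-372; Amount: GASC-1 enzyme at 10 nM final in reaction; Also added: H3K9me3 peptide substrate, Fe(II), 2-oxoglutarate; Technique: LANCE TR-FRET; Times: 30 min demethylation and 1 h detection at room temperature.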
C diff HTS: blocks growth of Clostridium difficile; Clostridium difficile clinical isolate growth, OD600, 24 h; stronger effect = lower value; hit rate 0.25% among 86,000; growth activity, negative = inhibition, % at 16 µg/mL (by protocol); AID 1259249;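 active means mean growth activity at or below -80% and every replicate also at or below -80%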;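 further: 0% = DMSO wells and -100% = levofloxacin 16 µg/mL wells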
Starred values were filed as active, the others as inactive; · = not tested or not shown; & = joins results of further samples.

SMILES	Tcruzi prolif	Pf Dd2 inh	GASC1 inh	C diff HTS
CC(C)NC(=O)Nc1ccc2c(c1)C(=O)N([C@@H](C)CO)C[C@@H](C)[C@H](CN(C)Cc1ccccc1)OCCCC[C@@H](C)O2	-15	2	-1.8	3
C[C@H](CO)N1C[C@H](C)[C@H](CN(C)C(=O)Nc2ccc(F)cc2)Oc2ncc(C#CC(C)(C)O)cc2C1=O	·	51	1.3	-2
C[C@H]1CN([C@@H](C)CO)C(=O)Cc2cc(NC(=O)Cc3cn(C)c4ccccc34)ccc2O[C@H]1CN(C)Cc1ccc(C(=O)Nc2ccccc2N)cc1	102*	-73	-1.6	-2
CC(C)C#Cc1ccc([C@H]2[C@@H](C#N)N(C(=O)CN(C)C)[C@H]2CO)cc1	77	8	-1.3	-2
C[C@@H]1CN([C@@H](C)CO)C(=O)c2cc(NS(=O)(=O)c3ccc(Cl)cc3)ccc2O[C@@H]1CN(C)C(=O)NC1CCCCC1	30	2	-1.4	-2
C[C@H](CO)N1C[C@H](C)[C@H](CN(C)Cc2ccccn2)Oc2cc(C#C[C@@H](C)O)ccc2S1(=O)=O	-10	20	2.8	8
C[C@@H]1CCCCO[C@@H](CN(C)Cc2ccccc2)[C@H](C)CN([C@@H](C)CO)C(=O)c2cc(NC(=O)CCC(F)(F)F)ccc2O1	35	·	-0.1	1
CC(C)C#Cc1ccc2c(c1)O[C@H](CN(C)Cc1cncnc1)[C@H](C)CN([C@H](C)CO)S2(=O)=O	11	-2	·	-5
C[C@H](CO)N1C[C@H](C)[C@H](CN(C)C(=O)c2ccc3c(c2)OCO3)Oc2cc(-c3ccncc3)ccc2S1(=O)=O	104*	-38	-0.3	-1
C[C@@H]1CCCCO[C@H](CN(C)Cc2ccc(Cl)c(Cl)c2)[C@H](C)CN([C@@H](C)CO)C(=O)c2cc(NS(=O)(=O)c3cn(C)cn3)ccc2O1	49	-35	-0.8	5
CCCN1C[C@H](C)[C@@H](OC)CN(C)C(=O)c2cc(NC(=O)C3CCOCC3)ccc2OC[C@H]1C	5	7	-1.5	·
COC(=O)[C@@H]1[C@@H](CO)[C@@H]2Cn3c(ccc(-c4ccccc4OC)c3=O)[C@@H]2N1C(=O)c1cnccn1	34	·	1.7	-2
O=C(C[C@H]1CC[C@@H]2[C@H](COC[C@H](O)CN2C(=O)c2ccc3c(c2)OCO3)O1)NC1Cc2ccccc2C1	27	5	-0.1	4
COc1ccc(CN(C)C[C@H]2Oc3ccc(NC(=O)CCC(F)(F)F)cc3CC(=O)N([C@H](C)CO)C[C@H]2C)cc1	20	-60	1.4	-7
CC(C)NC(=O)N(C)C[C@H]1Oc2c(NC(=O)C3CCOCC3)cccc2C(=O)N([C@H](C)CO)C[C@H]1C	25	24	-4.1	-3
C[C@H]1CN([C@@H](C)CO)C(=O)c2cccc(NC(=O)c3nc4ccccc4s3)c2O[C@H]1CN(C)CC1CC1	62	-37	1.4	0
CCN(C[C@H]1[C@H](c2ccc(-c3ccccc3)cc2)[C@H](CO)N1C(C)=O)C(C)=O	106*	3	0.3	4
CCCNC(=O)C[C@@H]1CC[C@@H]2[C@H](COC[C@H](O)CN2C(=O)c2ccc(F)cc2)O1	-20	16	0.3	8&-6
CCC(=O)N(C)C[C@H]1Oc2cc(C#CC3CCCC3)ccc2S(=O)(=O)N([C@@H](C)CO)C[C@H]1C	54	-40	-0.3	-16
CC=Cc1ccc2n(c1=O)C[C@H]1[C@H](CO)[C@@H](C(=O)N3CCCCC3)[C@@H]2N1C(=O)C1CCC1 (mixture of isomers)	-23	·	-0.1	5
CCCC#Cc1cnc2c(c1)C(=O)N([C@H](C)CO)C[C@H](C)[C@@H](CN(C)C(=O)Cc1ccccc1)O2	8	-28	4.8	-1
CC(=O)N1CCCCN2[C@H](CO)[C@@H](c3ccc(C#Cc4ccccc4F)cc3)[C@@H]2C1	113*	-24	-0.2	3
C[C@@H]1CCCCO[C@H](CN(C)Cc2ccc(C(F)(F)F)cc2)[C@H](C)CN([C@H](C)CO)C(=O)c2cc(NC(=O)CCCN(C)C)ccc2O1	80	-87*	4.5	-2
O=C(C[C@@H]1C[C@@H]2c3cc(NC(=O)Nc4ccc(C(F)(F)F)cc4)ccc3O[C@@H]2[C@H](CO)O1)NCc1cccnc1	-42	-50	-13	6
Cc1ccccc1-c1ccc2c(c1)O[C@H](CN(C)Cc1ccc(C(=O)O)cc1)[C@H](C)CN([C@@H](C)CO)S2(=O)=O	·	-8	0.6	0
COc1ccc(NC(=O)N(C)C[C@@H]2Oc3ccc(NC(=O)Nc4c(C)noc4C)cc3C(=O)N([C@@H](C)CO)C[C@H]2C)cc1	12	11	0.7	-3
O=C(C1CC1)N1C[C@@H]2[C@H](c3ccccc31)[C@H](CO)N2C(=O)c1ccccn1	-7	5	2.6	-4
C[C@@H]1CN([C@H](C)CO)C(=O)Cc2cc(NC(=O)CCN3CCOCC3)ccc2O[C@@H]1CN(C)Cc1ccccc1	-2	11	0.5	-2
C[C@@H]1CN([C@H](C)CO)C(=O)Cc2cc(NS(=O)(=O)c3ccc(Cl)cc3)ccc2O[C@@H]1CN(C)CC1CCCCC1	66	-3	-0.8	-6
C[C@@H]1CN([C@H](C)CO)S(=O)(=O)c2ccc(C3=CCCC3)cc2O[C@H]1CN(C)Cc1cncnc1	44	-32	-0.1	0
CCCc1cn(CC[C@@H]2CC[C@@H](NS(=O)(=O)c3ccccc3Cl)[C@@H](CO)O2)nn1	-8	-9	-1.0	0
O=C(C[C@@H]1C[C@@H]2c3cc(NC(=O)NC4CCCC4)ccc3O[C@@H]2[C@@H](CO)O1)NCc1cccc(F)c1	·	3	0.9	-12
Cc1noc(C)c1NC(=O)N(C)C[C@H]1Oc2ncc(C3=CCCC3)cc2C(=O)N([C@H](C)CO)C[C@H]1C	-25	-22	-1.0	-3
C[C@H]1CCCCO[C@H](CN(C)S(C)(=O)=O)[C@@H](C)CN([C@@H](C)CO)C(=O)c2cc(NC(=O)c3ccccc3)ccc2O1	28	·	-0.2	-1
CCCC#Cc1cnc2c(c1)C(=O)N([C@H](C)CO)C[C@H](C)[C@@H](CN(C)C(=O)c1cccnc1)O2	-7	11	0.1	0
CO[C@H]1CC[C@@H]2CCOc3c(C#N)cccc3C(=O)N(C)C[C@@H](OC)[C@H](C)C(=O)N(C)C[C@@H]1O2	35	·	-0.9	-6
COc1cccc(NC(=O)N[C@@H]2CC[C@@H](CC(=O)N3CCCCC3)O[C@@H]2CO)c1	3	11	-1.2	·
COc1ccc(NC(=O)N(C)C[C@@H]2Oc3ccc(NC(=O)Nc4ccccc4)cc3C(=O)N([C@@H](C)CO)C[C@@H]2C)cc1	-15	39	4.0	2
O=C(N[C@H]1CC[C@@H](CC(=O)N2CCOCC2)O[C@H]1CO)c1ccc2c(c1)OCO2	35	15	-0.3	-8
COCC(=O)N1C[C@@H]2[C@H](c3ccccc31)[C@H](CO)N2Cc1ccccc1Cl	-5	3	1.2	-11

11 entries from above, with two lines to a compound:
The line under a structure holds: Tcruzi prolif	Pf Dd2 inh	GASC1 inh	C diff HTS
> C[C@@H]1CN([C@H](C)CO)S(=O)(=O)c2ccc(C3=CCCC3)cc2O[C@H]1CN(C)Cc1cncnc1
  44	-32	-0.1	0
> CCCc1cn(CC[C@@H]2CC[C@@H](NS(=O)(=O)c3ccccc3Cl)[C@@H](CO)O2)nn1
  -8	-9	-1.0	0
> O=C(C[C@@H]1C[C@@H]2c3cc(NC(=O)NC4CCCC4)ccc3O[C@@H]2[C@@H](CO)O1)NCc1cccc(F)c1
  ·	3	0.9	-12
> Cc1noc(C)c1NC(=O)N(C)C[C@H]1Oc2ncc(C3=CCCC3)cc2C(=O)N([C@H](C)CO)C[C@H]1C
  -25	-22	-1.0	-3
> C[C@H]1CCCCO[C@H](CN(C)S(C)(=O)=O)[C@@H](C)CN([C@@H](C)CO)C(=O)c2cc(NC(=O)c3ccccc3)ccc2O1
  28	·	-0.2	-1
> CCCC#Cc1cnc2c(c1)C(=O)N([C@H](C)CO)C[C@H](C)[C@@H](CN(C)C(=O)c1cccnc1)O2
  -7	11	0.1	0
> CO[C@H]1CC[C@@H]2CCOc3c(C#N)cccc3C(=O)N(C)C[C@@H](OC)[C@H](C)C(=O)N(C)C[C@@H]1O2
  35	·	-0.9	-6
> COc1cccc(NC(=O)N[C@@H]2CC[C@@H](CC(=O)N3CCCCC3)O[C@@H]2CO)c1
  3	11	-1.2	·
> COc1ccc(NC(=O)N(C)C[C@@H]2Oc3ccc(NC(=O)Nc4ccccc4)cc3C(=O)N([C@@H](C)CO)C[C@@H]2C)cc1
  -15	39	4.0	2
> O=C(N[C@H]1CC[C@@H](CC(=O)N2CCOCC2)O[C@H]1CO)c1ccc2c(c1)OCO2
  35	15	-0.3	-8
> COCC(=O)N1C[C@@H]2[C@H](c3ccccc31)[C@H](CO)N2Cc1ccccc1Cl
  -5	3	1.2	-11

New compounds follow
SMILES	Tcruzi prolif	Pf Dd2 inh	GASC1 inh	C diff HTS
C[C@@H]1CN([C@H](C)CO)C(=O)CCCn2nncc2CO[C@@H]1CN(C)S(=O)(=O)c1ccc(-c2ccccc2)cc1	55	-32	-0.7	·
CO[C@@H]1CN(C)C(=O)c2cc(NS(C)(=O)=O)ccc2OC[C@H](C)N(CC2CCCCC2)C[C@@H]1C	-7	10	-0.1	·
CC(=O)N1[C@H](C(=O)N2CCc3ccccc3C2)[C@@H](CO)[C@@H]2Cn3c(ccc(-c4cccnc4)c3=O)[C@@H]21	57	9	4.8	-4
COc1ccccc1NC(=O)N[C@@H]1CC[C@H](CCNS(=O)(=O)c2ccccc2)O[C@@H]1CO	-37	-8	-1.6	·
COc1ccc(NC(=O)Nc2ccc3c(c2)C(=O)N([C@@H](C)CO)C[C@H](C)[C@H](CN(C)Cc2ccc(Oc4ccccc4)cc2)O3)cc1	29	1	-1.3	4
C[C@@H]1CN([C@@H](C)CO)C(=O)Cc2cc(NC(=O)Nc3ccc(C(F)(F)F)cc3)ccc2O[C@@H]1CN(C)Cc1ccc(Oc2ccccc2)cc1	32	-73	-1.0	8
CCNC(=O)[C@H]1[C@H](CO)[C@H]2Cn3c(ccc(-c4cccc(OC)c4)c3=O)[C@H]2N1Cc1nccs1	11	1	7.3	-4
C[C@H](O)C#Cc1ccc([C@H]2[C@@H](CO)N3CCCCN(C(=O)c4cccc(F)c4)C[C@@H]23)cc1	104*	43	-0.9	-2
C[C@H]1CN([C@@H](C)CO)C(=O)c2cc(-c3cccc(F)c3)cnc2O[C@@H]1CN(C)Cc1ccccc1	94	-30	2.6	5
COc1ccccc1S(=O)(=O)N[C@@H]1CC[C@H](CCn2cc(C3CC3)nn2)O[C@H]1CO	·	4	0.2	7
C[C@H](CO)N1C[C@H](C)[C@H](CN(C)Cc2ccncc2)Oc2ncc(C#CCN(C)C)cc2C1=O	-20&-36	59&63	3.6	1&3
O=C(C[C@H]1CC[C@@H](NC(=O)C2CCC2)[C@@H](CO)O1)NCc1ccccc1Cl	-28	4	0.6	-3
O=C(Nc1ccccc1)Nc1ccc2c(c1)[C@H]1C[C@@H](CC(=O)N3CCCCC3)O[C@@H](CO)[C@H]1O2	·	-50	-0.3	-6
C[C@H](CO)N1C[C@H](C)[C@H](CN(C)C(=O)Nc2ccccc2)Oc2ccc(NC(=O)CCCCCC(=O)Nc3ccccc3N)cc2C1=O	·	32	1.3	-5
C[C@H](CO)N1C[C@H](C)[C@@H](CN(C)Cc2ccc(-c3ccccc3)cc2)Oc2c(NC(=O)c3cnccn3)cccc2C1=O	93	-37	1.0	39
C[C@H]1CCCCO[C@H](CN(C)C(=O)Nc2ccc(C(F)(F)F)cc2)[C@@H](C)CN([C@@H](C)CO)C(=O)c2cc(NS(=O)(=O)c3ccc(Cl)cc3)ccc2O1	88	-83*	-1.2	5
CN(C)CCCNC(=O)C[C@@H]1CC[C@@H]2[C@H](COc3ccc(NC(=O)C4CCC4)cc3C(=O)N2C)O1	6	8	2.1	-1
C[C@@H]1CN([C@@H](C)CO)S(=O)(=O)c2ccc(Br)cc2O[C@@H]1CN(C)Cc1ccc(C(=O)O)cc1	16	28	1.1	-1
CN1[C@H](CO)[C@@H]2c3ccccc3N(C(=O)C3CCOCC3)C[C@@H]21	19	7	-1.1	-4
COc1ccccc1S(=O)(=O)N(C)C[C@@H]1Oc2cc(/C=C/c3ccccc3)ccc2S(=O)(=O)N([C@@H](C)CO)C[C@@H]1C	93	-37	-0.6	5
CN1c2ccc(-c3cccc(C#N)c3)cc2[C@@H]2[C@@H](CCN2C(=O)C2CC2)[C@@H]1CO	·	-41	0.4	1
C/C=C/c1cnc2c(c1)C(=O)N([C@@H](C)CO)C[C@@H](C)[C@@H](CN(C)C(=O)c1ccc3c(c1)OCO3)O2	11	2	-0.9	10
